SR-BI DiI-HDL act – activators of SR-BI mediated HDL lipid uptake; CHO ldlA[mSR-BI] cells, DiI-HDL uptake fluorescence, 3 h; 100 = double the neutral-control signal; activation, % at 12.5 µM; hit rate 0.096% among 320,000;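 active means mean replicate activation of at least 60% and every replicate at or above 60%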;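 further: 0% = median plate neutral-control signal and 100% = twice that signal; values of inactives mirror those of a sister screen read the other way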
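Assay system: LDL receptor-deficient CHO ldlA cells overexpressing murine SR-BI / Medium: BSA-supplemented, HEPES-buffered Ham's F12, pH 7.4 / Probe or stimulus: DiI-labelled HDL at 10 µg/mL final / Timing: compound with DiI-HDL co-incubation, 3 h at 37 °C / Technique: bottom-read cell fluorescence after medium removal, ex 550/em 595 nm / Measure: HDL uptake via cellular fluorescence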
Rtt109 Vps75 – inhibitors of Candida albicans Rtt109/Vps75 histone acetyltransferase; inhibition, % at 34.9 µM; hit rate 0.16% among 330,000; Q5AAJ8; purified Rtt109/Vps75, ThioGlo CoA-SH fluorescence, 4 h;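 active means inhibition of at least 50% in every replicate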
Target sequence (Q5AAJ8 whole entry, looked up): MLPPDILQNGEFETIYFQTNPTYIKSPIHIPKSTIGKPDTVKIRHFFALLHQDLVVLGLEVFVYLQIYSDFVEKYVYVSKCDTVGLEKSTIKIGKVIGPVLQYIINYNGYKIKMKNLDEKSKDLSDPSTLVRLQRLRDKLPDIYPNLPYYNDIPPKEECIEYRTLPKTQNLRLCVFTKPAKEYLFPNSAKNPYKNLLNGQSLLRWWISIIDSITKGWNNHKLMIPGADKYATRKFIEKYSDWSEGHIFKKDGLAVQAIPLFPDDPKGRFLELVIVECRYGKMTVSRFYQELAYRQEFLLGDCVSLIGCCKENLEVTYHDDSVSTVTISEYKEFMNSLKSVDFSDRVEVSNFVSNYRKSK
PKA-R2B activ – PKA-R2B complex activation | activation, % at 11.4 µM | PKA-R2B holoenzyme dissociation, Cy5-IP20 fluorescence polarization; R2B truncated from residue 108, S112A mutant; 0% DMSO only, 100% 113 µM cGMP | P22694+P31323 | hit rate 0.079% among 340,000;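 active means activation above a cutoff set at the mean over all compounds plus 3 SD, cut at about 18% in these data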;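 further: higher means more holoenzyme dissociation and a rise in polarization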
Keap1-Nrf2 PPI – Keap1-Nrf2 (human) interaction inhibition | Q14145 | Keap1 Kelch-Nrf2 peptide fluorescence polarization, 1536-well | inhibition, % at 9.4 µM | hit rate 0.15% among 340,000 | AID 504523; in the data active means inhibition above about 12%;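 further: human Keap1 Kelch domain with fluorescein labeled Nrf2 9mer peptide probe; 0% = neutral control wells and 100% = peptide positive control; higher means more block of Keap1 binding to Nrf2 peptide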
Target sequence (Q14145 whole entry, looked up, the tested form may be a part): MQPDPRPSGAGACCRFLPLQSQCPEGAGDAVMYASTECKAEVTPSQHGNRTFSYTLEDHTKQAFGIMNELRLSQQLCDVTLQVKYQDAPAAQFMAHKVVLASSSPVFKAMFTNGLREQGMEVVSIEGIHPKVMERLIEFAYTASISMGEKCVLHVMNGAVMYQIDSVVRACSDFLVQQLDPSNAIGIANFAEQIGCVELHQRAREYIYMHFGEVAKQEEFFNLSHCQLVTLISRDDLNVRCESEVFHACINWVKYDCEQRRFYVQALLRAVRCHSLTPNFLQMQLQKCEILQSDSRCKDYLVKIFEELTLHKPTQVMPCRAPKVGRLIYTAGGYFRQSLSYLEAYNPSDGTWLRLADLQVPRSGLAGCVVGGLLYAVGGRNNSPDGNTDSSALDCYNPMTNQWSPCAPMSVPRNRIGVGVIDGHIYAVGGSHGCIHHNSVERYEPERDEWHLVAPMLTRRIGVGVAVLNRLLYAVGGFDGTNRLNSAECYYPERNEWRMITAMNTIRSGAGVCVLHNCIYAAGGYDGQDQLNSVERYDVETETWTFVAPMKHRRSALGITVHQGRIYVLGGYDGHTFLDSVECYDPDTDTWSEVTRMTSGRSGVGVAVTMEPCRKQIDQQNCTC
CAL PDZ FP-1 – blocks peptide binding to human CAL PDZ domain | AID 504414 | inhibition, % at 20 µM | purified CAL PDZ, TMR-peptide fluorescence polarization, 1 h | Q9HD26 | hit rate 0.02% among 330,000;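 active means highest replicate inhibition of at least 40%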;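 further: plate controls were DMSO neutral control wells for no effect and unlabeled competitor peptide control wells for full effect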
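System: tagged CAL PDZ domain. Schedule: 1 h room-temperature incubation prior to read. Signal: fluorescence polarization (mP). Measure: percent inhibition from loss of millipolarization.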
cardiac RTF act – cardiac RTF calcium sensitization. P19429+P45379. IANBD-labeled TnC RTF fluorescence at EC20 calcium; 0% EC20 calcium, 100% full calcium. hit rate 0.24% among 340,000. AID 493008. activation, % at 7.2 µM;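 active means activation above the mean over all tested compounds plus 3 SD, cut at about 30% in these data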;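 further: rise in fluorescence read as greater calcium sensitivity of cardiac thin filaments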
CAL PDZ FP-2 – inhibitors of human CAL PDZ peptide binding; AID 602252; purified CAL PDZ, TMR-peptide fluorescence polarization, 1 h; Q9HD26; hit rate 0.92% among 300,000; inhibition, % at 24.9 µM;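 active means mean inhibition of at least 30% with at least half of replicates also reaching 30%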;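 further: 0% = DMSO neutral control and 100% = excess unlabeled competitor peptide PRC23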
Cardiac RTF inh – cardiac RTF calcium desensitization. IANBD-labeled cardiac RTF, Ca2+ fluorescence. inhibition, % at 7.15 µM. hit rate 0.12% among 340,000. P19429+P45379. AID 493244;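 active means inhibition above the mean inhibition of all tested compounds plus 3 SD, cut at about 17% in these data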;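 further: assay run at fixed EC70 calcium of 1.6 mM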
LANA DNA inh – inhibitors of KSHV LANA C-terminal domain DNA binding | MBP-C-LANA/FAM-LBS DNA binding, fluorescence polarization | inhibition, % at 9 µM | hit rate 0.078% among 340,000 | AID 504423;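 active means highest replicate inhibition at or above 60% at 9 µM, even if other replicates fall short; inactive means all replicates below 60% inhibition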;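 further: 0% = neutral control wells and 100% = 4 µM acridine orange control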
DAGLB inh – blocks human DAGLB lipase activity | HEK293T DAGLB membrane lysate, EnzChek fluorogenic substrate | Q8NCG7 | hit rate 0.059% among 340,000 | AID 504411 | inhibition, % at 5.17 µM; in the data active means inhibition above about 34%;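 further: 0% = enzyme with vehicle and 100% = wells lacking enzyme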
An asterisk follows results filed as active; . = no result given.

structure	PKA-R2B activ	LANA DNA inh	Keap1-Nrf2 PPI	Rtt109 Vps75	CAL PDZ FP-1	CAL PDZ FP-2	DAGLB inh	cardiac RTF act	SR-BI DiI-HDL act	Cardiac RTF inh
CCc1ccc(NC(=O)C(C)OC(=O)c2cc(=O)[nH]c3ccc(S(=O)(=O)Nc4ccc(F)cc4)cc23)cc1 (centres undefined)	9	-0.7	0	4	-1.4	-2	1	2	8	-4
COc1cc(-c2nnc(NC(=O)c3ccco3)o2)cc(OC)c1OC	8	-0.6	-1	-5	-2.7	1	-5	-3	19	-3
C=CCn1c(SCn2nnc3ccccc3c2=O)nnc1-c1ccc(Br)cc1	1	1.4	-7	-7	-3.1	-3	1	7	10	-6
Cc1nc2scc(-c3ccc(C(C)(C)C)cc3)c2c(=O)n1N	-16	1.1	0	0	-0.8	4	-3	-2	-5	-13
COc1ccc(/C=C2\C(=O)c3ccccc3OC2c2ccccc2)cc1 (centres undefined)	-3	1.3	-4	-21	-0.4	6	-10	-5	-7	5
Cc1ccc(NC(=O)CCNC(=O)c2ccc([N+](=O)[O-])cc2)cc1C	3	-0.1	2	9	0.1	-8	-1	-1	9	-13
CC(/C=N/Nc1ncc(C)c(=O)[nH]1)=C\c1ccccc1	-6	0.5	-6	-3	-3.5	-6	3	-7	12	3
CC(=O)Nc1ccc(SCC(=O)NCC2(N3CCCCC3)CCCCC2)cc1	-5	-1.0	-6	1	0.2	6	4	5	8	-2
O=C(O)c1ccccc1C=NNc1ccccn1	-8	0.9	1	0	-0.5	-3	-2	-6	-4	2
CC(=O)Nc1ccc(NC(=O)C2CC(=O)N(C(C)C)C2)cc1 (centres undefined)	1	1.0	-7	-8	-0.8	-7	1	4	15	-3
COCC1CCN(C(=O)c2ccc3oc(Cc4ccc(Cl)cc4)nc3c2)C1 (centres undefined)	-8	2.4	-4	21	-2.5	1	-3	2	-9	-2
COCCCNC(=O)C(Cc1ccccc1)NS(=O)(=O)c1ccc2c(c1)c(=O)n(C)c(=O)n2C (centres undefined)	-4	3.8	-3	11	.	-3	2	11	11	-4
CCn1c(SCC(=O)N2CCCCC2)nc2c(c1=O)SCC2	-7	0.3	0	-6	-1.3	-1	1	-3	40	-3
O=C1CC(c2ccccc2)SC(N(c2ccccc2)c2ccccc2)=N1 (centres undefined)	-5	0.6	-9	.	-2.6	-1	-1	-2	10	5
COc1cc2c(cc1OC)[C@@H](NC(=O)CCc1ccccc1)[C@H](O)C2	-2	-0.7	-8	11	-0.3	-5	3	-5	-7	-5
COc1ccc(/C=N/NC(=O)c2ccc(N(C)S(=O)(=O)c3ccccc3)cc2)cc1	-2	-0.2	-6	-16	-3.3	-3	-2	-6	-68	-25
CCC(=O)N1c2ccccc2NC2=C(C(=O)CCC2)C1c1ccc(N(C)C)cc1 (centres undefined)	-9	0.3	-4	6	-0.9	-4	1	0	15	-8
COC(=O)c1c(C)c(OC(=O)c2c(C)cc(O)c(C=O)c2O)cc(C)c1O	11	1.3	0	-10	0.0	-1	2	-7	-11	-1
CCN(CC)C(=O)c1ccc2c(=O)n(CCOC)c(=S)[nH]c2c1	7	-0.8	-5	0	-0.7	4	-2	6	1	-10
CC(C)N1C[C@@]23C=C[C@@H](O2)C(C(=O)OCc2ccccc2)[C@H]3C1=O (some centres undefined)	5	-0.9	-1	-1	0.1	-4	0	2	20	9
CCOC(=O)c1ccccc1NC(=O)c1ccccc1SC	-13	1.1	4	15	-3.1	1	-11	-8	-27	0
CN(C)c1nc(SCCOC(=O)COc2ccc(Cl)cc2Cl)nc(N(C)C)n1	3	-0.8	-5	-2	-0.2	-3	-14	-1	-4	-7
FC(F)Sc1ccc(NC(=S)NC(c2ccccc2)c2ccccc2)cc1	-2	3.0	2	-1	18	-4	-5	3	-5	-6
CN(C)c1nnnn1-c1ccc(OC(F)(F)F)cc1	3	-0.9	0	.	-2.6	5	-1	2	33	17

Whole records as entered above. Order of values: PKA-R2B activ, LANA DNA inh, Keap1-Nrf2 PPI, Rtt109 Vps75, CAL PDZ FP-1, CAL PDZ FP-2, DAGLB inh, cardiac RTF act, SR-BI DiI-HDL act, Cardiac RTF inh
O=C1CC(c2ccccc2)SC(N(c2ccccc2)c2ccccc2)=N1 (centres undefined) across the screens: -5, 0.6, -9, ., -2.6, -1, -1, -2, 10, 5
COc1cc2c(cc1OC)[C@@H](NC(=O)CCc1ccccc1)[C@H](O)C2 across the screens: -2, -0.7, -8, 11, -0.3, -5, 3, -5, -7, -5

The list goes on.
structure	PKA-R2B activ	LANA DNA inh	Keap1-Nrf2 PPI	Rtt109 Vps75	CAL PDZ FP-1	CAL PDZ FP-2	DAGLB inh	cardiac RTF act	SR-BI DiI-HDL act	Cardiac RTF inh
Cc1cc(C)n(-c2ccc(C(=O)NCc3ccc(F)cc3)cc2)n1	11	4.3	2	-2	13	-3	-3	6	-48	-2
COc1cc(N=Nc2ccc(C(=O)N(C)C)cc2)c(C)cc1N	4	1.1	-2	-7	1.6	.	11	-5	-24	7
C=CCn1c(COc2ccccc2F)nnc1SCC(=O)Nc1cc2oc3ccccc3c2cc1OC	1	-1.0	-2	-5	-1.0	1	1	-5	-53	-6
N#CC(C(=S)Nc1ccccc1)c1nc2ccccc2[nH]1 (centres undefined)	-3	1.3	4	-3	0.8	9	9	-3	-69	1
N#CC1=C(N)OC2=C(C(=O)CCC2)C1c1ccc2c(c1)OCO2 (centres undefined)	-6	0.2	-6	0	-1.3	2	2	4	-17	-5
Cc1ccc(NC(=O)CC2SCCNC2=O)cc1Cl (centres undefined)	-5	0.5	6	-6	-2.3	-1	2	1	-3	-2
CCOC(=O)c1ccc(N2C(=O)CC(C)(CC)CC2=O)cc1	11	-0.6	-1	7	0.7	1	2	6	10	6
Cc1ccccc1OCC(=O)OCC(=O)Nc1cc(S(=O)(=O)N2CCCCC2)ccc1Cl	1	1.3	-1	8	-2.0	-2	-3	-3	20	3
NNC(=O)c1ccc(COCC(F)(F)C(F)F)cc1	-6	2.1	-7	-4	0.6	-4	-8	9	-19	-5
COc1cccc(-c2cc(C(=O)N3CCCCCC3)no2)c1	-8	-0.2	-7	0	-1.2	15	-2	-3	-9	3
COc1ccccc1CN1Cc2cccc3c2[C@@H](CC1=O)[C@H](O)[C@H](O)C3	3	-1.1	-5	1	0.1	-3	0	8	5	-7
COC(=O)C1=C(O)/C(=C\c2ccc(OCC(=O)Nc3ccc(OC)cc3)cc2)N=C1C	12	2.3	-5	-78	-1.4	1	-2	0	5	-8
Cc1ccc(S(=O)(=O)N(C)C)cc1NC(=O)CN1C(=O)NC(Cc2ccccc2)C1=O (centres undefined)	0	-1.3	-3	-6	-0.6	-6	-1	-1	-20	0
COc1ccccc1CNC(=O)CN1C(=O)NC2(CCCCCC2)C1=O	2	1.0	1	3	-1.3	.	0	-3	24	-8
O=C(Nc1ccc2c(c1)OCO2)c1cccc(F)c1	8	0.0	4	-14	-1.4	-3	1	-5	8	-3
CC(=O)c1ccc(OCCCOc2cccc3cccnc23)cc1	6	-1.6	-1	-10	-1.1	-5	-3	4	-22	-7
O=C(NC1CCCCCC1)c1ccc(CS(=O)(=O)Cc2ccccc2F)o1	4	-0.4	-2	5	-0.3	.	0	-5	13	-3
COc1ccc(-c2nc3c(c(=O)n(C)c(=O)n3C)n2CC2CC(c3ccccc3)=NO2)cc1OC (centres undefined)	-13	-0.3	5	3	-1.5	-1	0	9	20	-3
Cc1ccc2nc(-c3ccsc3)c(NC3CCCC3)n2c1	3	-0.6	2	-6	1.2	2	0	-2	-29	4
CCOc1ccc(C(=O)CCC(=O)NNC(=O)c2ccccc2O)cc1	-5	1.2	-2	-3	-2.7	9	6	0	-24	1
Cc1cc(C(=O)NNC(=O)c2ccc(NC(=O)CC#N)cc2)c(C)o1	-12	0.9	0	20	-0.2	0	1	-4	15	-2
CCCc1nnc(NC(=O)CCC(=O)N2CCN(S(=O)(=O)c3ccc(F)cc3)CC2)s1	-10	0.8	1	1	-0.4	-2	-2	1	26	6
COc1ccc(OC)c(-c2cc(C3CCN(c4cc(Cl)nc(N)n4)CC3)[nH]n2)c1	-3	-0.9	-5	-4	-1.6	-3	2	-6	-21	9
O=C1NC(c2ccccc2)CCO1 (centres undefined)	-5	0.3	4	5	-0.6	-4	-2	3	15	-4
O=C(NCc1ccccc1)c1ccc(CS(=O)(=O)Cc2ccccc2F)o1	-3	1.3	2	2	0.2	7	0	1	.	-7
COc1ccccc1NS(=O)(=O)c1cccc(NC(=O)Nc2ccc(Cl)cc2)c1	-7	0.5	0	17	-5.7	-8	-1	-4	-14	-8
C=CCn1c(-c2ccc(N)cc2)nc2ccccc21	-3	0.9	-2	0	0.0	.	0	1	-21	-2
Cc1cc(C)cc(NC(=O)C2C3C=CC4(O3)C2C(=O)N(CCN2CCCCC2)C4C(=O)NC2CCCCC2)c1 (centres undefined)	2	0.9	-6	6	-2.9	0	-1	-3	-11	-1
Cc1ccc2c(c1)N(C(=O)CCC(=O)NC1CCCCCC1)CC(C)O2 (centres undefined)	-5	1.0	-5	-7	-1.1	5	-2	6	4	-3
CCCN1C(=O)c2cc(C(=O)O)ccc2C1O (centres undefined)	9	0.3	0	-3	0.1	.	6	6	0	-11
C#CCOCCOCCOCCNc1nc(N2CCN(C(=O)Cn3cc(CCO)nn3)CC2)nc(N2CCN(C(=O)Cn3cc(CCO)nn3)CC2)n1	0	-0.5	-3	-4	0.0	-1	2	-2	26	-4
CSCCC(NC(=O)c1ccco1)C(=O)N1CC=C(c2ccccc2)CC1 (centres undefined)	-8	-1.1	-2	2	1.5	-7	1	3	-5	-2
Cc1cc(S(=O)(=O)NCC(c2ccccc2)c2ccccc2)ccc1-n1cnnn1	-2	1.3	-3	12	.	-3	-5	4	4	-8
COc1ccc(C2/C(=C(/O)c3ccc4c(c3)CC(C)O4)C(=O)C(=O)N2CCN2CCOCC2)cc1 (centres undefined)	-11	0.1	-1	8	-0.6	-3	0	2	16	-3
CC(=O)c1cccc(NC(=O)N2CCCC2C(=O)NCc2ccc(C)cc2)c1 (centres undefined)	-1	0.0	2	.	0.4	-2	2	12	-13	-11
COc1c(Cl)cnn(-c2ccc(C)cc2)c1=O	-7	0.8	-4	4	-0.5	0	2	1	16	-5
Cc1ccc(NC(=O)COC(=O)CCc2c[nH]c(=O)[nH]2)cc1	-10	5.7	7	2	-0.4	9	-2	4	23	-4
COc1ccc(C(=O)CCC(=O)Nc2ccc(N3CCN(C)CC3)cc2)cc1OC	6	-0.9	1	1	-0.6	0	0	-2	2	-4
COc1ccc(CCN(C)CCC(=O)Nc2cccc(C)c2)cc1OC	0	-1.5	-1	-3	-0.6	15	0	5	24	4

Screens as filed in PubChem BioAssay.
